Vif inh = blocks HIV Vif function. inhibition, % at 7.49 µM. HEK293T cells, Vif self-association by quenched fluorescence, imaging, 24 h. hit rate 0.35% among 340,000; in the data active = inhibition above about 50%, passing the limit was not always enough; inconclusive = no clear call, values can overlap the other calls; inactive = below about 31%; also: some results filed as inactive read as strong as hits
N-glyco inh = blocks N-linked glycosylation in D54 reporter cells; D54 ERlucT glycosylation luciferase reporter, 24 h; percent of 100 nM tunicamycin response; reporter increase, % at 12.5 µM; hit rate 0.23% among 360,000; AID 588692;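 active = mean luciferase reporter signal, scaled so untreated is 0 and the glycosylation-blocking control 100, at or above a set limit in every replicate; inconclusive = mean reaches the limit but not every replicate does; inactive = mean below the limit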;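 also: luciferase carries N-glycosylation sites so blocking glycosylation raises the light; 0% = median of neutral control wells and 100% = median of 100 nM tunicamycin wells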
CaV13 FRET inh = Primary screen for inhibitors of IQ motif and Ca2+-dependent inactivation inhibitor domain binding in CACNA1D, Förster resonance energy transfer in living cells, …; HEK cells, CFP/YFP FRET ICDI-IQ, plate reader, 10 min; percent FRET-ratio fall versus neutral wells; inhibition, % at 12.3 µM; hit rate 0.098% among 340,000; AID 743397;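 active = mean replicate inhibition of at least 30% and at least 1% of replicates passing that level; inconclusive = only one of the two criteria is met; inactive = neither criterion is met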;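 also: 0% = median of the neutral control wells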
Cardio protect = modulators protecting cardiomyocytes from myocardial damage | AID 588492 | protection from H2O2 cell death, % at 20 µM | H9c2 cardiomyocytes, H2O2 injury protection, ATPLite, 2 h | hit rate 0.63% among 360,000;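 active = compounds giving at least 50% protection of heart cells from peroxide-induced death in the single-dose screen, raw or plate-pattern-corrected value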;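 also: 0% = DMSO wells with peroxide and 100% = DMSO wells without peroxide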
MC4R antag cAMP = antagonists of human melanocortin 4 receptor (MC4R); MC4R-expressing cells, MTII-stimulated cAMP, LANCE TR-FRET; inhibition, % at 6.5 µM; hit rate 0.48% among 360,000;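 active = inhibition above its plate's cutoff, the mean of tested wells on that plate plus 3 SD, cut at about 29% in these data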;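 also: 0% = Melanotan II alone and 100% = Melanotan II plus saturating MCL0020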
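System: U2OS cells stably expressing human melanocortin 4 receptor (MC4R). Reagent: Melanotan II challenge after compound preincubation. Doses: 6.5 µM. Times: 30-min compound, 1-h challenge, 1-h detection, room temperature. Measured by: TR-FRET with Eu-cAMP and labeled anti-cAMP, 671 nm. Replicates: singlicate.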
aDG glyco up = increases alpha dystroglycan glycosylation | hit rate 0.22% among 360,000 | Pro5-aDG cells, alpha-DG glycosylation AlphaScreen (IIH6); 0% Pro5, 100% B10-LARGE cell signal | activation, % at 10 µM | AID 624168;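 active = activation of at least 8% versus controls, or a plate z-score of at least 8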;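 also: Pro5 are CHO cells carrying HIG-tagged alpha-DG that lacks glycosylation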
PDI turbidity = blocks human protein disulfide isomerase activity; PDI insulin aggregation turbidity, A650, 90 min; P07237; inhibition, % at 10 µM; hit rate 0.052% among 350,000;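 active = mean inhibition across replicates of 30% or more, whatever share of single replicates reach that level; inconclusive = mean inhibition below 30% while every single replicate reaches 30%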;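 also: absorbance from insulin aggregation driven by PDI reduction with DTT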
ABCB6 inh MLPCN = inhibitors of human ABC transporter ABCB6 | fluorescence ratio to DMSO, % at 10 µM | hit rate 0.19% among 360,000 | K562-ABCB6 porphyrin accumulation, flow cytometry, 1 h; active compounds read low | AID 602162;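 active = fluorescence ratio to DMSO below 75%, the collection mean minus 3 SD; inconclusive = too few cells collected in the well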;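 also: signal is porphyrin accumulated inside mitochondria; 100% equals median channel fluorescence of DMSO control wells; lower ratio means ABCB6 inhibition with less porphyrin fluorescence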
Target sequence (Q9NP58 whole entry, looked up): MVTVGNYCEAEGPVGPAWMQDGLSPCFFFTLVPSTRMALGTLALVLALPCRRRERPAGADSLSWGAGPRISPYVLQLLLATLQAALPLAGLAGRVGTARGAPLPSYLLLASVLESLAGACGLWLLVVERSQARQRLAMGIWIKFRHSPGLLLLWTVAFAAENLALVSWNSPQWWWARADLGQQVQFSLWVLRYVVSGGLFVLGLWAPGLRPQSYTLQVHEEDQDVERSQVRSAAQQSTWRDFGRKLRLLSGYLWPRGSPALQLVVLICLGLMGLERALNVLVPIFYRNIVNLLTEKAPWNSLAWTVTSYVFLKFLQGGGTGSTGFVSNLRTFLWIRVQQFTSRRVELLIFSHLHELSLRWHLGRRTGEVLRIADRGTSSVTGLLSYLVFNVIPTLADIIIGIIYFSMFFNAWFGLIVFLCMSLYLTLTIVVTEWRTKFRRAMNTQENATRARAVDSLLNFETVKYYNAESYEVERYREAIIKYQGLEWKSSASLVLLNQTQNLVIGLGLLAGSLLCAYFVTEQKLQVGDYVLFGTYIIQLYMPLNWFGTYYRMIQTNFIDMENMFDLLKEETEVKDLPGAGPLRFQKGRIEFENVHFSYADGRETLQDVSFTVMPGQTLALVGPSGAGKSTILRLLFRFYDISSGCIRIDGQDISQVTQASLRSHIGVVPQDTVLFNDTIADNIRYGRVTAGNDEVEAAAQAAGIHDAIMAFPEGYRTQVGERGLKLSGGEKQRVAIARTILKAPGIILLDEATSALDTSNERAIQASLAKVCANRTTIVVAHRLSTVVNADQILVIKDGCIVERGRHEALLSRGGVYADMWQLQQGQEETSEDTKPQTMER
HTR2A ag = activates the mouse 5-HT2A serotonin receptor. AID 624169. CHO-K1 mHTR2A beta-arrestin complementation, luminescence; percent of 30 µM serotonin response. P35363. activation, % at 7.6 µM. hit rate 0.66% among 360,000;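 active = activation above a run cutoff, the mean activation of all tested compounds plus 3 SD, cut at about 14% in these data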;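 also: 0% = plate median of compound wells and 100% = 30 µM serotonin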
MC4R barr agon = agonists of human melanocortin 4 receptor (MC4R) beta-arrestin | hit rate 0.98% among 360,000 | U2OS MC4R beta-arrestin complementation, luminescence; percent of melanotan II response, DMSO zero | activation, % at 8.9 µM | AID 540308;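 active = activation above a per-plate cutoff, the mean activation of sample wells on that plate plus 3 SD, cut at about 8% in these data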
* = called active by the depositor; ? = inconclusive; . = not tested or not shown.

Values run as follows: Vif inh, N-glyco inh, CaV13 FRET inh, Cardio protect, MC4R antag cAMP, aDG glyco up, PDI turbidity, ABCB6 inh MLPCN, HTR2A ag, MC4R barr agon
> COc1ccc(C2=Nc3ccccc3NC(=O)C2N(CCc2cc(OC)cc(OC)c2)C(C)=O)cc1 (stereo unspecified)
 : ., 3, -4, 9, ., -0.3, ., 98, -6, .
> COC(=O)c1ccc(C(=O)OC)c(NC(=S)N2CCCCC2)c1
 : -3, -1, -6, 6, 5, 0.0, -12, 95, 4, -2.2
> O=S1(=O)C[C@@H](N2CCC[C@@H]2CO)[C@H](COCc2ccccc2)N1
 : ., 0, -3, -2, ., 0.0, ., 99, -3, .
> COc1ccccc1OC(C)C(=O)N1CCN(Cc2ccc3c(c2)OCO3)CC1 (stereo unspecified)
 : 0, 2, -3, 0, -8, 0.1, 7, 94, 0, 0.4
> CCOc1ccc(C(=O)N2CCN(c3cnn(-c4ccccc4)c(=O)c3Cl)CC2)cc1
 : 6, 1, -4, 3, 27, 0.1, 6, 99, 2, -1.0
> Brc1cccc(CNc2nc3ccccc3n2CCN2CCOCC2)c1
 : 2, 1, -4, 6, 9, 0.0, 1, 101, -2, -2.1
> FC(F)(F)c1cccc(N2CCN(Cc3ccoc3)CC2)c1
 : -8, 0, -9, -5, 8, 0.1, -8, 100, -4, 2.8
> Cc1cc(C)c(NC(=O)COC(=O)C23CC4CC(CC(O)(C4)C2)C3)c(Cl)c1
 : ?, 1, -8, 0, 9, -0.1, -2, 97, -4, -2.9
> CCOC(=O)c1ccc(NC(=O)CCc2nc(-c3ccc(C)cc3)no2)cc1
 : -28, -5, -3, -13, 14, 7.0, -2, 100, -1, 9.7*
> CS(=O)(=O)N(CC(=O)NCCSC1CCCCC1)c1cccc(F)c1
 : 6, 0, -3, -2, -2, -0.2, 4, 100, -4, 0.5
> CCOc1cc2[nH]c(=O)n(CCCN3CCN(c4ccc(OC)cc4)CC3)c(=O)c2cc1OCC
 : -4, 0, 12, 8, 21, 0.2, -3, 92, -8, -0.5
> COc1cc(OC)cc(-c2c(-c3cccs3)c3cc(-c4ccc(C(N)=O)cc4)ccc3n2C)c1
 : 112*, -5, -7, -10, 14, 1.1, -8, 96, 14, 16*
> O=C(OCc1cc2ccccc2[nH]c1=O)c1ccccc1
 : -18, 0, -5, 1, 2, 3.9, 7, 97, -4, -0.3
> C/C(=N\N1CCN(C2c3ccccc3-c3ccccc32)CC1)c1ccncc1
 : 3, -1, ., -4, -4, 0.0, -2, 90, -3, 1.6
> Cc1cc(C)nc(NCc2ccc(Cl)cc2)n1
 : 0, -2, -4, -3, -7, -0.1, -5, 108, -1, -1.4
> CC(=O)c1c(C(C)=O)c(C)n(-c2nc(-c3ccc(C)c(C)c3)c(C)s2)c1C
 : ., 1, -4, -14, 2, 1.0, 1, 95, -1, -1.1
> Cc1ccc(C2C(C#N)=C(N)Oc3c2oc(CO)cc3=O)o1 (stereo unspecified)
 : 2, -2, -5, -4, -4, -0.1, 1, 96, 2, -1.4
> CN(C)c1ncc(S(=O)(=O)c2ccccc2)c(=O)[nH]1
 : 7, 2, -20, 0, 11, 0.0, 7, 90, 7, -0.5
> CCOc1ccc(NC(=O)c2ccc(CNc3c(NC4CCCCC4)c(=O)c3=O)cc2)cc1
 : 10, 3, -5, 2, 1, 0.1, -2, 103, 0, 0.2
> CSc1nc(N(C)C)nc(N2CC(=O)N(CCNS(=O)(=O)c3ccc(C)cc3)C2=N)n1
 : ., 3, -3, 1, 4, -0.1, 5, 94, -2, -1.9
> O=C(NCCN=C1NS(=O)(=O)c2ccccc21)c1ccncc1
 : 6, 3, -7, 4, 1, -0.1, 17, 95, -2, -1.7
> COc1ccc(S(=O)(=O)N(C)c2ccc(C(=O)N3CCC(C(N)=O)CC3)cc2)cc1
 : ., 0, ., 0, 1, -0.1, 8, 98, -6, -2.9
> O=C(Nc1nnc(SCc2ccc(F)cc2)s1)c1ccc2c(c1)C(=O)N(c1ccccc1Cl)C2=O
 : -6, 0, -10, -22, 13, -0.2, 3, 105, 2, 1.7
> c1ccc(COc2ccc(-c3cc4nc(NCCOc5ccccc5)ccn4n3)cc2)cc1
 : -10, -3, -6, 0, 21, 1.0, 11, 95, 2, 2.1
> O=C(NCCOc1ccccc1)c1cccc(S(=O)(=O)NCc2ccccc2)c1
 : 2, -2, -3, -12, 15, -0.1, -9, 99, -10, -2.2
> CC(=O)c1cc(CN2CCN(Cc3ccccc3)C(CCO)C2)cs1 (stereo unspecified)
 : 5, 3, 5, -3, 8, 0.5, 1, 91, 0, 0.7
> O=C(c1ccc(Cl)s1)N1CCN(S(=O)(=O)c2ccc(Cl)cc2)CC1
 : -2, -4, -17, -4, 9, 0.1, -5, 101, 4, -1.0
> Cc1nc(NS(=O)(=O)c2ccccc2)sc1C(=O)N/N=C/c1ccccc1
 : -5, 1, -17, -7, 19, -0.1, 1, 98, 4, 0.4
> CN1CCC(N(C)C(=O)COc2ccc(S(=O)(=O)N3CCOCC3)cc2)CC1
 : 13, 2, -8, 0, 8, -0.2, 5, 97, -3, 1.1
> CC(C)(C)C(=O)Cn1ncc(N2CCOCC2)c(Cl)c1=O
 : -11, -1, -6, -5, 3, 0.0, 2, 99, 6, -1.6
> Cc1cc2oc(=O)c(CC(=O)NCCCO)c(C)c2c2occ(C(C)(C)C)c12
 : 1, 1, -19, -4, 1, 0.1, 0, 98, 1, -0.1
> Cc1cc(CNC(=O)C2CCC(=O)N(CCc3cccc(F)c3)C2)nn1C (stereo unspecified)
 : 2, 1, ., 2, 10, 0.5, 5, 101, -2, -3.1
> Cc1ccc2occ(-c3nn[nH]n3)c(=O)c2c1
 : -3, 2, -5, 3, 4, -0.4, 4, 103, 6, -2.0
> COc1cccc(NC(=O)CCS(=O)(=O)c2ccc(Br)cc2)c1
 : -2, 1, -3, -5, -1, 0.1, 2, 102, 0, 0.9
> COc1ccc(-c2cn(Cc3ccc4ccccc4c3)nn2)cc1
 : -15, 1, -5, -2, 8, 1.2, -1, 90, -2, 1.6
> COCCNC(=O)C1(C)CCN(C(=O)c2cccnc2Oc2ccccc2)C1 (stereo unspecified)
 : -8, 1, -9, 1, -3, 0.0, -11, 96, 0, -0.2
> O=C(NCCc1ccccc1)c1nc(CS(=O)(=O)c2ccc(Cl)cc2)no1
 : -4, -2, -3, 5, -1, -0.2, 6, 101, -4, -2.1
> CCS(=O)(=O)N1CCN(C(=O)c2cc(OC)cc(OC)c2)CC1
 : -5, 0, -10, -2, 0, 0.1, 5, 99, 2, -0.3
> Cc1cc(=O)oc2c(C)c(OC(C)C(=O)NCC3CCC(C(=O)O)CC3)ccc12 (stereo unspecified)
 : -4, 1, ., 2, 7, -0.2, ., 99, -1, -0.2
> CC1(C)CC(=O)/C(=C(\O)c2ccccc2)C(=NCCc2ccccc2)C1
 : -14, 1, -5, 2, 13, 1.7, -2, 94, 0, -1.3
> Cc1nc(SCC(=O)N2CCOCC2)c2c(=O)n(C)c(=O)n(C)c2n1
 : 0, 2, -4, -1, 3, 0.1, -12, 94, 2, -2.4
> CCC(=O)c1ccc(OCC(=O)Nc2nn3cnnc3s2)cc1
 : 68*, 1, -1, 2, -1, 0.0, -10, 91, -2, -2.3
> CCOC(=O)c1cc2[nH]c3ccccc3c2[n+](-c2ccc([N+](=O)[O-])cc2)c1C
 : -4, 15, -19, -1, 1, 0.5, 7, 95, -1, -2.3
> CC(C)=CCOc1ccc2ccc(=O)oc2c1
 : 10, -2, ., -3, 10, 0.1, ., 101, -2, 1.2
> O=C(COC(=O)C1CCC1)Nc1ncc(Cl)cc1Cl
 : -1, 1, -5, 4, -1, 0.0, -4, 90, 0, -1.6
> COc1cc(-c2[nH]ncc2CN2CCSCC2)cc(OC)c1OC
 : -2, 19, -3, 2, 11, -0.1, 3, 98, -4, -0.5
> COC(=O)c1c(NC(=O)CCC(=O)O)sc(Cc2ccccc2)c1C
 : -8, 0, -15, 6, 6, -0.2, -3, 97, -5, -0.3
> COCCCNC(=S)NC(=O)c1ccc(C)cc1
 : 1, -6, -19, 0, -4, -0.2, -4, 101, -3, -2.7
> c1ccc(Oc2ncnc3sccc23)cc1
 : -7, 1, 15, 2, -5, -0.1, 1, 95, -1, -2.9
> CC1CN(C(C)C)C(=S)NC1=O (stereo unspecified)
 : 0, 3, -7, 4, -5, 0.1, 5, 94, 1, -1.7

(list continues)
Values run as follows: Vif inh, N-glyco inh, CaV13 FRET inh, Cardio protect, MC4R antag cAMP, aDG glyco up, PDI turbidity, ABCB6 inh MLPCN, HTR2A ag, MC4R barr agon
> CCOC(=O)Cn1c(=O)c2c(nc(Br)n2Cc2ccccc2Cl)n(C)c1=O
 : -21, 1, -5, 6, 0, 0.4, -11, 95, 3, -0.2
> COc1ccc(CC(=O)N2CCCC(C)C2)cc1 (stereo unspecified)
 : 15, 0, -4, -3, -2, 0.2, -1, 101, 9, 2.0
> O=C(OCC(=O)N1CCN(C(=O)c2ccco2)CC1)c1cc(=O)c2ccccc2o1
 : 22, 2, -1, 3, 4, -0.3, -8, 97, -3, -2.7
> O=C(NCc1ccccc1)C1COc2ccccc2O1 (stereo unspecified)
 : 7, 1, ., 5, 2, 0.0, -2, 104, -4, -0.7
> COC(=O)c1ccc(C(C(=O)NC2CCCCC2)N(Cc2ccccc2)C(=O)Cc2cccs2)cc1 (stereo unspecified)
 : 20, -2, -19, 32, 16, 4.9, 15, 92, 1, -2.6
> CN(C)C(=O)N1CCCC(C(=O)NCc2ccc(F)cc2Cl)C1 (stereo unspecified)
 : 0, -1, -8, 2, 12, -0.1, -3, 99, 0, -1.2
> O=C(/C=C/c1cccs1)Nc1cccc(NC(=O)/C=C/c2cccs2)n1
 : -4, -15, -5, 2, 14, -0.8, 3, 101, -7, -0.1
> CCN(CC)S(=O)(=O)c1ccc(OC(C)C)c(N)c1
 : -4, 1, -4, 1, 10, 0.2, -14, 93, 0, -2.6

Assay outcomes: PubChem BioAssay, several laboratories

Compounds as they come, and some 3.6% of all compounds hit somewhere here.
